Compound activity from PubChem.
inhibitors of VEEV – inhibitors of VEEV TC-83 cytopathic effect, confirmation, Vero cells (AID 588727); inhibition, % at 20 µM, or IC50 in µM where a hit was titrated; 0.13% of 350,000 active; Vero cells, VEEV TC-83 cytopathic effect inhibition; higher % means a stronger effect; in the data active = a potency from the dose series; inconclusive = inhibition mostly from about 14% at the one dose, without a potency; inactive = the rest, 99 in 100 with inhibition below about 12%; note: strong numbers were not always called active
H37Rv inhibition – M. tuberculosis growth inhibition, HTS (AID 449762). M. tuberculosis H37Rv growth inhibition, 7H9 media; higher % means a stronger effect. inhibition, % at 25 µM, or IC50 in µM where a hit was titrated. 0.59% of 330,000 active; in the data active = a potency from the dose series; inconclusive = inhibition above about 70% without an active follow-up result;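 note: bacterial growth assessed after seven days of incubation; strong numbers were not always called active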
Salmonella PhoP GFP – Inhibition of PhoP regulon, Salmonella typhi GFP reporter cells, confirmation, 4 h (AID 1850) | Salmonella Typhi PhoP-promoter GFP reporter, fluorescence, 4 h; higher % means a stronger effect | one-dose inhibition, % at 50 µM; IC50 in µM for titrated hits | 0.33% of 310,000 active; in the data active = a potency from the dose series; inconclusive = inhibition mostly from about 25% at the one dose, without a potency; inactive = the rest, 99 in 100 with inhibition below about 19%;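 note: 0% = induced wells with vehicle and 100% = uninduced wells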
M. tuberculosis – growth inhibition of non-replicating M. tuberculosis (AID 488890); Mycobacterium tuberculosis non-replicating, growth inhibition; higher % means a stronger effect; inhibition, % at 25 µM; hits with a dose series show IC50 in µM; 0.39% of 320,000 active; in the data active = a potency from the dose series; inconclusive = inhibition mostly from about 82% at the one dose, without a potency; inactive = the rest, 99 in 100 with inhibition below about 76%;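 note: plate controls were DMSO cells for no effect and high antibiotic wells for full effect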
influenza NS1A – H1N1 influenza NS1A inhibitors, functional cell based assay (AID 504329). NS1A functional cell-based assay, percent inhibition; higher % means a stronger effect. one-dose inhibition, % at 12.5 µM; IC50 in µM for titrated hits. 0.3% of 340,000 active; in the data active = a potency from the dose series; inconclusive = inhibition above about 27% without an active follow-up result; note: strong numbers were not always called active
* = called active by the depositor.

CN(C)CC1CCC/C(=C/c2ccc(Cl)cc2)C1=O (stereo unspecified) was read as inhibitors of VEEV >25µM* and influenza NS1A -23%.
`O=C1CCCc2nc(N3CCc4ccccc43)ncc21` gave inhibitors of VEEV inactive, H37Rv inhibition 0%, Salmonella PhoP GFP -3%, M. tuberculosis -2% and influenza NS1A -37%.
CC(C)c1ccc(NC(=O)CCCN2C(=O)NC(C)(C)C2=O)cc1 was read as inhibitors of VEEV 1.9%, H37Rv inhibition -5%, M. tuberculosis 3% and influenza NS1A -2%.
CCOc1cc(N2CCOCC2)c(OCC)cc1NC(=O)COC(=O)c1ccc(Cl)nc1 was read as inhibitors of VEEV inactive, H37Rv inhibition inconclusive, M. tuberculosis 49% and influenza NS1A -2%.
Screening COc1ccccc1CN(C)C(=O)COC(=O)c1c(C)noc1C returned inhibitors of VEEV inactive, H37Rv inhibition 1%, M. tuberculosis 15% and influenza NS1A -12%.
`COc1ccc(N(CC(=O)Nc2ccc(OC)c(Cl)c2)S(=O)(=O)c2c(C)noc2C)cc1` gave inhibitors of VEEV 6.1%, H37Rv inhibition 19%, Salmonella PhoP GFP -15%, M. tuberculosis 7% and influenza NS1A 4%.
Screening COc1ccc(OC)c(NC(=O)COC(=O)c2n[nH]c3ccccc23)c1 returned inhibitors of VEEV 8.9%, H37Rv inhibition 2%, M. tuberculosis 7% and influenza NS1A -5%.
Cc1ccc2nc(SCC(=O)N(CC(C)C)c3c(N)n(CC(C)C)c(=O)[nH]c3=O)[nH]c2c1 was read as inhibitors of VEEV 3.8%, H37Rv inhibition -2%, Salmonella PhoP GFP 1%, M. tuberculosis 15% and influenza NS1A 2%.
For CC(NCC(=O)Nc1ccccc1C(=O)NC1CC1)c1cccc(Cl)c1 (stereo unspecified) the results were inhibitors of VEEV 9.5% and influenza NS1A -8%.
For CC(N)Cc1c[nH]c2cc3c(cc12)OCCO3 (stereo unspecified) the results were inhibitors of VEEV 0.2%, H37Rv inhibition -6%, Salmonella PhoP GFP 6%, M. tuberculosis 26% and influenza NS1A 12%.
For Cc1cccc(C(=O)OCC(=O)NC(C)C2CC3CCC2C3)c1O (stereo unspecified) the results were inhibitors of VEEV 3.9%, H37Rv inhibition 5% and influenza NS1A -11%.
CCOc1cccc2c1OC(c1cc(OC)c(OC)c(OC)c1)N1N=C(c3ccc(C)o3)CC21 (stereo unspecified) was read as inhibitors of VEEV 7.6%, H37Rv inhibition 4%, Salmonella PhoP GFP -13%, M. tuberculosis 63% and influenza NS1A 14%.
Screening CC(C)Oc1ccc(C2C(C#N)=C(N)Oc3c2c(=O)oc2ccccc32)cc1 (stereo unspecified) returned inhibitors of VEEV 1.1%, H37Rv inhibition -2%, Salmonella PhoP GFP -11%, M. tuberculosis -2% and influenza NS1A -5%.
`O=C(CSc1nnnn1C1CC2C=CC1C2)Nc1ccc(C(=O)O)cc1` (stereo unspecified) gave inhibitors of VEEV 1.8%, H37Rv inhibition 3%, Salmonella PhoP GFP 11%, M. tuberculosis 16% and influenza NS1A -2%.
CCOC(=O)c1cc(=O)n2[nH]c(-c3ccc(C)cc3)cc2n1 was read as inhibitors of VEEV inactive, H37Rv inhibition -8%, Salmonella PhoP GFP -9%, M. tuberculosis -27% and influenza NS1A -3%.

An excerpt from the list above, for reference:
`COc1ccc(N(CC(=O)Nc2ccc(OC)c(Cl)c2)S(=O)(=O)c2c(C)noc2C)cc1` gave inhibitors of VEEV 6.1%, H37Rv inhibition 19%, Salmonella PhoP GFP -15%, M. tuberculosis 7% and influenza NS1A 4%.
Screening COc1ccc(OC)c(NC(=O)COC(=O)c2n[nH]c3ccccc23)c1 returned inhibitors of VEEV 8.9%, H37Rv inhibition 2%, M. tuberculosis 7% and influenza NS1A -5%.
Cc1ccc2nc(SCC(=O)N(CC(C)C)c3c(N)n(CC(C)C)c(=O)[nH]c3=O)[nH]c2c1 was read as inhibitors of VEEV 3.8%, H37Rv inhibition -2%, Salmonella PhoP GFP 1%, M. tuberculosis 15% and influenza NS1A 2%.
For CC(NCC(=O)Nc1ccccc1C(=O)NC1CC1)c1cccc(Cl)c1 (stereo unspecified) the results were inhibitors of VEEV 9.5% and influenza NS1A -8%.
For CC(N)Cc1c[nH]c2cc3c(cc12)OCCO3 (stereo unspecified) the results were inhibitors of VEEV 0.2%, H37Rv inhibition -6%, Salmonella PhoP GFP 6%, M. tuberculosis 26% and influenza NS1A 12%.
For Cc1cccc(C(=O)OCC(=O)NC(C)C2CC3CCC2C3)c1O (stereo unspecified) the results were inhibitors of VEEV 3.9%, H37Rv inhibition 5% and influenza NS1A -11%.
CCOc1cccc2c1OC(c1cc(OC)c(OC)c(OC)c1)N1N=C(c3ccc(C)o3)CC21 (stereo unspecified) was read as inhibitors of VEEV 7.6%, H37Rv inhibition 4%, Salmonella PhoP GFP -13%, M. tuberculosis 63% and influenza NS1A 14%.

Next section.
O=C(CN1C(=O)C2C3c4ccccc4C(c4ccccc43)C2C1=O)Nc1ccccc1C(=O)O (stereo unspecified) was read as inhibitors of VEEV 1.6%, H37Rv inhibition -4%, Salmonella PhoP GFP -9%, M. tuberculosis -5% and influenza NS1A 3%.
Screening C=CCn1c(-c2ccc(=O)n(Cc3ccccc3)c2)n[nH]c1=S returned H37Rv inhibition -9%, Salmonella PhoP GFP 1% and M. tuberculosis -3%.
CCCCn1c(-c2ccc(Br)cc2F)nc2c1c(=O)[nH]c(=O)n2CC(C)C was read as inhibitors of VEEV 5.5%, H37Rv inhibition 6%, Salmonella PhoP GFP 1%, M. tuberculosis 35% and influenza NS1A 5%.
For O=C(Nc1cccc(S(=O)(=O)N2CCCCC2)c1)C1COc2ccccc2O1 (stereo unspecified) the results were inhibitors of VEEV 6.2%, H37Rv inhibition 3%, M. tuberculosis 23% and influenza NS1A -3%.
For Cc1ccc(C)c2c3c([nH]c12)-c1nonc1CC3 the results were inhibitors of VEEV 6.5%, H37Rv inhibition 4%, Salmonella PhoP GFP -36%, M. tuberculosis 16% and influenza NS1A 5%.
Screening CCOc1ccc(-n2nnc3c(=O)n(CC(=O)NCc4ccco4)cnc32)cc1 returned inhibitors of VEEV 0.8%, H37Rv inhibition -4%, Salmonella PhoP GFP -5%, M. tuberculosis 1% and influenza NS1A -1%.
`CCS(=O)(=O)N1Cc2ccccc2CC1C(=O)Nc1ncc(C)s1` (stereo unspecified) gave inhibitors of VEEV 3.5%, H37Rv inhibition -7%, Salmonella PhoP GFP -4%, M. tuberculosis 17% and influenza NS1A -6%.
`Cc1sc(NC(=S)NC(=O)c2ccco2)c(C(N)=O)c1C` gave inhibitors of VEEV 1.6%, H37Rv inhibition 62%, Salmonella PhoP GFP -15%, M. tuberculosis 29% and influenza NS1A -2%.
Screening O=C(O)Cc1csc(-c2ccccc2)n1 returned inhibitors of VEEV 0.2%, H37Rv inhibition -5%, Salmonella PhoP GFP 4%, M. tuberculosis -11% and influenza NS1A 13%.
CCOC(=O)Cn1nnc2c(sc3nc4c(c(-c5ccc(Cl)cc5)c32)CCC4)c1=O was read as inhibitors of VEEV 5.1%, H37Rv inhibition 61%, Salmonella PhoP GFP -5%, M. tuberculosis 17% and influenza NS1A -16%.
Screening C/C(=N\NC(=O)c1ccoc1C)c1ccccc1O returned inhibitors of VEEV inconclusive, H37Rv inhibition inconclusive, Salmonella PhoP GFP 1%, M. tuberculosis inconclusive and influenza NS1A -3%.
For CCC(Sc1nc2c(cnn2-c2ccc(Cl)cc2)c(=O)[nH]1)C(=O)OC (stereo unspecified) the results were inhibitors of VEEV 1.4%, H37Rv inhibition -1%, Salmonella PhoP GFP 2%, M. tuberculosis 14% and influenza NS1A -8%.
For O=c1ccc(-c2ccccc2)nn1Cc1ccc(Cl)cc1 the results were inhibitors of VEEV inactive, H37Rv inhibition 5%, Salmonella PhoP GFP -6%, M. tuberculosis 0% and influenza NS1A -2%.
For O=[N+]([O-])c1ccc(N/N=C/c2c[nH]c3ccccc23)c(S(=O)(=O)Nc2ccc(Cl)cc2)c1 the results were inhibitors of VEEV 2.4%, H37Rv inhibition -3%, Salmonella PhoP GFP -7%, M. tuberculosis 11% and influenza NS1A 12%.
Screening CCC(=O)Nc1ccc(NC(=O)c2cccc3c(Br)cccc23)cc1 returned inhibitors of VEEV 0.1%, H37Rv inhibition -6%, Salmonella PhoP GFP 5%, M. tuberculosis -1% and influenza NS1A -5%.
For Cc1cccc(CCN2CCN=C2Nc2ccccc2)c1 the results were inhibitors of VEEV inactive, H37Rv inhibition 2%, Salmonella PhoP GFP 5%, M. tuberculosis -9% and influenza NS1A -5%.
Screening Cc1ccccc1C(=O)NC(=S)NC1CC1 returned inhibitors of VEEV inactive, H37Rv inhibition 6%, Salmonella PhoP GFP 2%, M. tuberculosis 6% and influenza NS1A 20%.
For O=C(Cc1n[nH]c(=O)[nH]c1=O)N/N=C/c1ccccc1 the results were inhibitors of VEEV inactive, H37Rv inhibition 2%, Salmonella PhoP GFP 1%, M. tuberculosis -9% and influenza NS1A -2%.
`CSc1cccc(NC(=O)/C=C/c2ccco2)c1` gave inhibitors of VEEV 1.8%, H37Rv inhibition 5%, Salmonella PhoP GFP 25%, M. tuberculosis 52% and influenza NS1A -9%.
Screening Cc1cccc(NC(=O)c2ccc(N3CCCCC3)c([N+](=O)[O-])c2)n1 returned inhibitors of VEEV inactive, H37Rv inhibition 4%, Salmonella PhoP GFP -2%, M. tuberculosis 15% and influenza NS1A 17%.
CC1(C)CC(=O)/C(=C(\O)Cc2ccccc2)C(=NCCCCCC(=O)O)C1 was read as inhibitors of VEEV 0.2%, H37Rv inhibition -10%, Salmonella PhoP GFP 0%, M. tuberculosis -9% and influenza NS1A -2%.
Cc1cc(C)cc(NC(=O)Nc2ccc3c(c2)N(C)C(=O)CS3)c1 was read as inhibitors of VEEV 8.5%, H37Rv inhibition -4%, Salmonella PhoP GFP -14%, M. tuberculosis 1% and influenza NS1A -3%.
Screening CC1(c2ccccc2Cl)NC(=O)N(CC(=O)N2CCc3ccccc3C2)C1=O (stereo unspecified) returned inhibitors of VEEV 3.9% and influenza NS1A -9%.
CCOc1ccc(S(=O)(=O)N2CCN(CN3C(=O)CC4(CCCC4)C3=O)CC2)cc1 was read as inhibitors of VEEV 1.2%, H37Rv inhibition 1%, M. tuberculosis -6% and influenza NS1A 2%.
`COc1cccc(/C=C/C(=O)c2cccc([N+](=O)[O-])c2)c1OC` gave inhibitors of VEEV 11%, H37Rv inhibition inconclusive, Salmonella PhoP GFP 31%, M. tuberculosis inconclusive and influenza NS1A 8%.
`O=[N+]([O-])c1c(Nc2cccc(O)c2)cc(Cl)c2nonc12` gave inhibitors of VEEV 5.0%, H37Rv inhibition inconclusive, Salmonella PhoP GFP 9%, M. tuberculosis inconclusive and influenza NS1A -2%.
For O=C(NCCN1CCOCC1)c1cnn2c(-c3ccccc3)cc(-c3ccccc3)nc12 the results were inhibitors of VEEV inactive, H37Rv inhibition 70%, Salmonella PhoP GFP -10%, M. tuberculosis 30% and influenza NS1A -37%.
Screening CN(C)c1ccc(Nc2nc(N)c([N+](=O)[O-])c(N3CCOCC3)n2)cc1 returned inhibitors of VEEV 5.0%, H37Rv inhibition 52%, Salmonella PhoP GFP -1%, M. tuberculosis 31% and influenza NS1A 18%.
For O=C(CCNS(=O)(=O)c1ccccc1F)NCc1ccc2c(c1)OCO2 the results were inhibitors of VEEV 1.7%, H37Rv inhibition 3%, Salmonella PhoP GFP 8%, M. tuberculosis 2% and influenza NS1A -3%.
For CC(C)(C)OC(=O)NCc1ccc(NC(=O)c2nc[nH]c2C(=O)NCCCCNC(=O)c2[nH]cnc2C(=O)Nc2ccc(CNC(=O)OC(C)(C)C)cc2)cc1 the results were inhibitors of VEEV inconclusive, H37Rv inhibition 7%, M. tuberculosis -16% and influenza NS1A -11%.
COc1ccc(-c2noc(CN3CCCCC3c3nccn3C)n2)cc1 (stereo unspecified) was read as inhibitors of VEEV inactive, H37Rv inhibition -2%, Salmonella PhoP GFP -5%, M. tuberculosis 30% and influenza NS1A -17%.
`O=[N+]([O-])c1ccc(C2C3C(c4ccccc4)=NC4(CCCC4)N32)cc1` (stereo unspecified) gave inhibitors of VEEV inactive, H37Rv inhibition -1%, Salmonella PhoP GFP 4%, M. tuberculosis 22% and influenza NS1A 17%.
`O=C(NCCN1CCOCC1)c1ccc(=O)oc1` gave inhibitors of VEEV 4.4%, H37Rv inhibition -1%, Salmonella PhoP GFP -7%, M. tuberculosis 2% and influenza NS1A -7%.
For Cc1cn([C@H]2C[C@H](O)[C@@H](CCC(=O)NCc3ccco3)O2)c(=O)[nH]c1=O the results were inhibitors of VEEV 0.7% and influenza NS1A 20%.
